# From PubChem BioAssay
# Cdc42 wt = human Cdc42 wildtype GTP binding change, either direction; P60953; GST-Cdc42 beads, Bodipy-GTP binding, flow cytometry; actives lie on both sides; percent activity (GTP binding), % at 10 µM; 190,000 compounds, 0.2% hits;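 active means percent activity GTP binding at least 20 points away from the 100% baseline, either down as inhibitor or up as activator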;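 further: median bead fluorescence of bound Bodipy-FL-GTP at 100 nM; 0% = excess unlabeled GTP control and 100% = no compound control; below 100% means less GTP binding so inhibitor and above means activator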
# Bim-Mcl-1 = human Bim-Mcl-1 interaction inhibition; Q07820; Bead-based flow cytometry, Bim peptide-Mcl-1 binding; inhibition, % at 10 µM; 190,000 compounds, 0.1% hits; in the data active means inhibition above about 40%;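 further: 0% = no compound tracer wells and 100% = peptide blocker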
# Target sequence (Q07820 whole entry, looked up): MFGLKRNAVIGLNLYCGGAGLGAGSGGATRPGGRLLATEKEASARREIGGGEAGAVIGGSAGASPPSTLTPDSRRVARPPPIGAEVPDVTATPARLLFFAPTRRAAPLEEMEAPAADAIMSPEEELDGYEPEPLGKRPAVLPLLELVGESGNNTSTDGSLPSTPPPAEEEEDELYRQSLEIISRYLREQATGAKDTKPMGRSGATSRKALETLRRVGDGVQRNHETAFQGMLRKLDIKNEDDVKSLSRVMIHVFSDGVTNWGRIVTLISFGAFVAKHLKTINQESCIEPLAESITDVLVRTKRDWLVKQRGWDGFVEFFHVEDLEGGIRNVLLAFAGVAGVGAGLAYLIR
# Mcl1-Noxa inh = Mcl-1/Noxa interaction inhibition | Q07820 | TR-FRET Mcl-1/Noxa peptide binding, 2 h | inhibition, % at 21.7 µM | 220,000 compounds, 1.5% hits | AID 1022;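 active means compounds that cut the protein-peptide binding signal by more than 50% relative to plate controls in a single-dose test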;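 further: His-tagged Mcl-1 with rhodamine Noxa BH3 peptide and terbium anti-His antibody; 0% = Mcl-1 plus Noxa peptide wells and 100% = peptide-only wells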
# Pf gamet viab = inhibitors of late stage P. falciparum gametocyte viability; P. falciparum stage V gametocytes, ATP luminescence, 24 h; inhibition, % at 10.9 µM; 150,000 compounds, 0.065% hits;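 active means inhibition above the mean plus 3 SD of compounds within the control limits, set per campaign, cut at about 38% in these data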;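 further: 0% = DMSO wells and 100% = medium only without gametocytes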
# Rab7 wt GTP bind = alters GTP binding to wildtype dog Rab7; GST-Rab7 beads, fluorescent GTP binding, flow cytometry; actives lie on both sides; untreated = 100%, excess cold GTP = 0%; GTP binding activity (percent of control), % at 10 µM; 190,000 compounds, 0.055% hits;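 active means fluorescent GTP binding to Rab7 beads changed by at least 20 points from the 100% baseline, either direction, mostly lower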;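 further: median green fluorescence of bound Bodipy-FL-GTP per Rab7 bead population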
# Rab2A wt mod = changes GTP binding to wildtype dog Rab2A, up or down; GTP binding activity, % at 10 µM; GST-Rab2 wt beads, Bodipy-GTP binding, flow cytometry; 190,000 compounds, 0.19% hits;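 active means GTP binding activity at least 20 points away from 100%, either lowered or raised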;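 further: 0% = beads with excess unlabeled GTP and 100% = no-compound control corrected for plate trend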
# HRas wt GTP bind = human HRas wildtype GTP binding, change in either direction. GST-Ras wt beads, Bodipy-FL-GTP binding, flow cytometry; actives lie on both sides. GTP binding activity, % at 10 µM. 190,000 compounds, 0.14% hits. AID 759;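 active means GTP binding activity at least 20% away from the 100% baseline, either lowered as inhibitor or raised as activator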;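 further: 0% = unlabeled GTP competition control and 100% = no-compound control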
# Target sequence (P01112 whole entry, looked up): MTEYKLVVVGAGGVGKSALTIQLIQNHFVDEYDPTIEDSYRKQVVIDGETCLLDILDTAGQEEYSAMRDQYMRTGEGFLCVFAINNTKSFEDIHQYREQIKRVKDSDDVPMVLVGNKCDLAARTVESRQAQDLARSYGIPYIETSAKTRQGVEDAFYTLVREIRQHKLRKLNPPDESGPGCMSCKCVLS
# Rac1 wt GTP bind = modulators of human Rac1 wildtype GTP binding; GST-Rac1 beads, fluorescent GTP binding, flow cytometry; actives lie on both sides; 0 = cold GTP competed, 100 = untreated; GTP binding activity (% of control), % at 10 µM; 190,000 compounds, 0.27% hits;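 active means GTP binding activity at least 20 points away from the 100% control level, either lower or higher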
# Mcl1-Bid inh = Mcl-1/Bid interaction inhibition | 220,000 compounds, 0.97% hits | inhibition, % at 21.7 µM | TR-FRET Mcl-1/Bid-Dy647 peptide binding, 1536-well;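 active means compounds that cut the binding signal by more than half at the single screening dose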;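 further: His-tagged Mcl-1 with europium anti-His antibody binding Bid BH3 peptide; 0% = Mcl-1 plus peptide wells and 100% = peptide-only wells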
# RGS8-Gao reg = human RGS8-Galphao interaction regulation; P09471; multiplexed bead flow cytometry, RGS8-Galphao binding; actives lie on both sides; response (percent of control binding), % at 10 µM; 220,000 compounds, 0.34% hits; in the data active means response below about 60% or above about 140%; inactive means in between;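 further: Galphao activated as the GDP aluminium fluoride complex binding bead-coupled RGS8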
# Target sequence (P09471 whole entry, looked up): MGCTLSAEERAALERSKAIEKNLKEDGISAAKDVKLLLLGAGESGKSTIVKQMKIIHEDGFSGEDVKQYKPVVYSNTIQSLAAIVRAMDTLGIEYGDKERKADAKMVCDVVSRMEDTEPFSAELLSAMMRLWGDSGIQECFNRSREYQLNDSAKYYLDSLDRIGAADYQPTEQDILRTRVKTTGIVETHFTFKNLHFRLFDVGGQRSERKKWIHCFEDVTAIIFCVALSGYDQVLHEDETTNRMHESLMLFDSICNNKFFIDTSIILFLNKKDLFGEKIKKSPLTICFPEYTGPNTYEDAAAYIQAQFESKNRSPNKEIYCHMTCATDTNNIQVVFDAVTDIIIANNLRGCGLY
# Rac1 act GTP bind = human Rac1 activated mutant GTP binding change | GST-Rac1 activated beads, fluorescent GTP binding, flow cytometry; actives lie on both sides; 100% means binding = to untreated wells | percent activity (GTP binding), % at 10 µM | 190,000 compounds, 0.11% hits;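 active means GTP binding at least 20 percentage points away from the 100% baseline, in either direction, so actives lie on both sides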
# The depositor's hits bear a star; . = no result given.
SMILES,Cdc42 wt,Bim-Mcl-1,Mcl1-Noxa inh,Pf gamet viab,Rab7 wt GTP bind,Rab2A wt mod,HRas wt GTP bind,Rac1 wt GTP bind,Mcl1-Bid inh,RGS8-Gao reg,Rac1 act GTP bind
CCN(CC)S(=O)(=O)c1ccc(C)c(NC(=O)COC(=O)[C@@H]2CCCN2C(=O)c2cccs2)c1,102,-2,10,.,97,99,97,103,2,98,99
CC1(C)CC(NC(=O)C(=O)NCCc2ccc(Cl)cc2)CC(C)(C)N1,99,0,11,15,101,98,99,102,-6,98,98
C=CCSc1nc(C)cc2c1C(=O)OC2,94,-2,14,12,102,99,98,96,7,76,94
O=C(NCCc1ccccn1)c1ccc(NS(=O)(=O)c2ccc(F)cc2)cc1,96,-2,-4,14,102,99,95,93,-7,97,93
COc1ccc(C(CC(=O)c2ccccc2)C2CCCCC2=O)cc1 (stereo not given),104,5,10,.,96,98,101,106,-13,101,102
COc1ccc(NC(=O)COC(=O)c2ccc(NS(=O)(=O)/C=C/c3ccccc3)cc2)cc1,99,-3,37,.,97,97,97,97,-2,101,92
Cc1cccc(NC(=O)c2cc(NC(=O)c3ccco3)ccc2N2CCCCC2)c1,100,-1,10,.,98,99,99,102,-18,103,99
C/C(N)=C(/C#N)C(=O)COC(=O)c1ccc(C)c(S(=O)(=O)N2CCCCC2)c1,103,-1,3,.,99,101,100,105,-9,101,99
COc1ccc(C(C)=O)cc1CN(C)C,99,-3,-4,9,101,100,99,106,-1,97,97
Cc1ccsc1/C=N/NC(=S)NCc1ccccc1,97,2,14,-2,101,100,99,98,-54,101,97
CCOC(=O)c1cc2c(ccn2C)n1CC(=O)N(CC)CC,102,-4,3,-23,106,103,102,100,-50,99,97
CC(C)(C)C(=O)C[n+]1ccccc1,97,-1,7,16,100,96,97,100,-9,98,95
COCCN(CCOC)S(=O)(=O)c1ccc(C(=O)NCCCN2CCOCC2)cc1,99,-2,21,.,99,101,99,99,9,100,97
CCOc1ccccc1/C=N\Nc1cnn(Cc2ccccc2)c(=O)c1Cl,95,-1,9,-10,92,92,93,97,-30,104,93
Cc1cc(OCCCn2ccnc2)cc(C(C)C)c1,100,-2,6,14,95,102,97,99,-8,99,93
CN(C)c1ccc(/C=N\Nc2nc(-c3ccccc3)cc(=O)[nH]2)cc1,102,2,38,-4,104,100,102,105,27,99,102
Cn1c(=O)c2c(nc(CN3CCC(C(N)=O)CC3)n2Cc2c(Cl)cccc2Cl)n(C)c1=O,100,-1,12,.,98,99,102,107,-26,102,99
OCCN(CCO)Cc1csc2ccccc12,104,-3,11,.,99,98,100,107,-14,106,100
Cc1cccc(C)c1NC(=O)CN(C)CC(=O)Nc1cc(Cl)ccc1C#N,99,-4,2,.,99,99,101,105,-7,104,100
COc1ccc(NC(=O)COC(=O)C2=COCCO2)cc1OC,96,0,9,-28,102,99,96,98,-14,100,94

# Arranged by length of the SMILES (rising): twelve of the compounds above
SMILES,Cdc42 wt,Bim-Mcl-1,Mcl1-Noxa inh,Pf gamet viab,Rab7 wt GTP bind,Rab2A wt mod,HRas wt GTP bind,Rac1 wt GTP bind,Mcl1-Bid inh,RGS8-Gao reg,Rac1 act GTP bind
OCCN(CCO)Cc1csc2ccccc12,104,-3,11,.,99,98,100,107,-14,106,100
COc1ccc(C(C)=O)cc1CN(C)C,99,-3,-4,9,101,100,99,106,-1,97,97
CC(C)(C)C(=O)C[n+]1ccccc1,97,-1,7,16,100,96,97,100,-9,98,95
Cc1ccsc1/C=N/NC(=S)NCc1ccccc1,97,2,14,-2,101,100,99,98,-54,101,97
COc1ccc(NC(=O)COC(=O)C2=COCCO2)cc1OC,96,0,9,-28,102,99,96,98,-14,100,94
CCOc1ccccc1/C=N\Nc1cnn(Cc2ccccc2)c(=O)c1Cl,95,-1,9,-10,92,92,93,97,-30,104,93
Cc1cccc(C)c1NC(=O)CN(C)CC(=O)Nc1cc(Cl)ccc1C#N,99,-4,2,.,99,99,101,105,-7,104,100
COCCN(CCOC)S(=O)(=O)c1ccc(C(=O)NCCCN2CCOCC2)cc1,99,-2,21,.,99,101,99,99,9,100,97
Cc1cccc(NC(=O)c2cc(NC(=O)c3ccco3)ccc2N2CCCCC2)c1,100,-1,10,.,98,99,99,102,-18,103,99
C/C(N)=C(/C#N)C(=O)COC(=O)c1ccc(C)c(S(=O)(=O)N2CCCCC2)c1,103,-1,3,.,99,101,100,105,-9,101,99
COc1ccc(NC(=O)COC(=O)c2ccc(NS(=O)(=O)/C=C/c3ccccc3)cc2)cc1,99,-3,37,.,97,97,97,97,-2,101,92
Cn1c(=O)c2c(nc(CN3CCC(C(N)=O)CC3)n2Cc2c(Cl)cccc2Cl)n(C)c1=O,100,-1,12,.,98,99,102,107,-26,102,99

# (cont.)
SMILES,Cdc42 wt,Bim-Mcl-1,Mcl1-Noxa inh,Pf gamet viab,Rab7 wt GTP bind,Rab2A wt mod,HRas wt GTP bind,Rac1 wt GTP bind,Mcl1-Bid inh,RGS8-Gao reg,Rac1 act GTP bind
CCCCNC(=O)/C(C#N)=C/c1ccc(-c2ccc(S(=O)(=O)N3CCOCC3)cc2)o1,98,2,4,9,97,101,99,104,-29,76,99
COP(=O)(OC)c1nc(-c2cccc3ccccc23)oc1N1CCCCC1,93,-5,10,.,112,102,98,96,12,98,95
CCC(C)[C@@H](CN(N=O)[C@@H](Cc1ccccc1)CN(C)N=O)N(CCc1ccccc1)N=O (stereo not given in full),98,1,-6,.,99,97,97,98,3,99,96
COc1ccc(C(=O)N/N=C/c2ccc(N3CCOCC3)o2)cc1OC,93,0,21,.,98,95,92,95,-38,94,94
COc1ccc(CCNC(=O)c2ccc(N(C)S(=O)(=O)c3ccc(C)cc3)cc2)cc1OC,100,4,5,-12,96,99,96,107,14,101,100
Cc1cccc(C)c1OCc1nnc(NC(=O)CSc2ccc(Cl)cc2)s1,101,-3,8,13,98,97,100,102,-14,102,98
c1coc(-c2ccnc(-c3ccncc3)n2)c1,99,-1,3,-6,93,94,94,98,-1,103,94
CC(C)c1onc(C(=O)N2CCCCC2)c1[N+](=O)[O-],101,0,-8,.,101,101,100,102,-6,98,101
Cc1cccc(NC(=O)CSc2nnc(CNC(=O)c3ccc(S(=O)(=O)N(C)C)cc3)n2-c2ccc(F)cc2)c1,101,-3,5,7,104,98,100,102,-10,105,98
CCn1cc(C2=NC(C(C)C)CO2)c2ccccc21 (stereo not given),106,-3,11,.,98,102,103,107,1,105,99
O=[N+]([O-])c1ccc(N/N=C\c2cccn2-c2ccccc2)nc1,96,-4,-6,.,92,96,97,98,-88,100,99
CCOCCc1nnc(NC(=O)c2cccs2)s1,102,0,16,.,98,98,99,100,3,100,98
CSc1nsc(SC)c1C(=O)N1CCN(S(=O)(=O)c2ccc(C)cc2)C1C (stereo not given),105,0,10,.,103,106,105,104,-2,101,101
CCCC(C(=O)NCc1ccc(OC)cc1)N(Cc1ccco1)C(=O)c1snc(C(N)=O)c1N (stereo not given),98,-1,-6,.,96,96,98,99,-5,103,97
CC(=O)NNC(=O)c1ccncc1,103,0,22,.,101,98,102,107,-5,99,97
S=C1NC2=C(CCCC2)C2(CCCCC2)N1,102,0,-5,.,101,99,102,107,-50,105,100
CCS(=O)(=O)N1Cc2ccccc2CC1C(=O)Nc1nc2c(C)cccc2s1 (stereo not given),97,-7,44,.,95,96,98,98,-6,101,99
C/C(=N/NC(=O)c1cn(-c2cccc(C)n2)cn1)c1ccc(C)cc1,100,-3,7,-27,97,99,97,103,-2,99,98
O=C(Cc1ccccc1)Nc1ccc(N2CCCC2)cc1,101,-2,82*,0,103,102,103,101,-56,104,100
COc1ccc2cnn(-c3ccccc3C)c(=O)c2c1OC,100,-4,-6,.,98,101,101,104,-4,97,99
CCOC(=O)C1CCCC(NS(=O)(=O)c2ccc(NC(C)=O)cc2)C1 (stereo not given),106,-3,19,10,98,105,107,102,-12,93,102
O=C(NCCc1csc(-c2ccccc2)n1)c1cccs1,103,0,-8,.,106,101,102,104,0,101,103
O=C(CC1C(=O)NCCN1CC(c1ccccc1)c1ccccc1)NCCc1cn[nH]c1 (stereo not given),97,-1,6,16,101,100,99,101,-36,103,101
COc1ccccc1CNC(=O)C1Cc2ccccc2C(=O)O1 (stereo not given),95,1,0,7,95,96,93,95,-7,102,94
CN1/C(=C/C(=O)c2nc(S(C)(=O)=O)ncc2Cl)C(C)(C)c2ccccc21,95,0,13,.,99,97,98,95,-40,99,94
Cc1ccc(C(C(=O)NC2CCCC2)N(C(=O)c2csnn2)C2CCCC2)o1 (stereo not given),98,0,28,.,94,97,97,98,-10,100,96
c1ccc(CSc2ncnc3sccc23)cc1,113,3,9,-7,98,106,104,97,-17,98,93
CCc1cccc(C)c1NC(=O)CN1C(=O)c2ccccc2S1(=O)=O,98,0,10,.,93,98,97,102,-7,91,96
CCOC(=O)c1nnsc1Nc1ccc(C)c(C)c1,91,-1,9,-6,100,92,94,96,-56,109,93
CCCS(=O)(=O)c1nc(S(=O)(=O)c2ccc(C)cc2)c(NCCN2CCOCC2)s1,104,-3,-9,.,101,103,101,104,-36,105,101
COC(=O)CSc1nc2[nH]ncc2c(=O)[nH]1,91,-1,6,15,97,95,93,95,4,98,94
CCOC(=O)C1=C(C)OC(N)=C(C#N)C1c1cc(SCC)oc1C (stereo not given),97,-3,1,-5,97,97,96,100,-33,100,96
O=[N+]([O-])c1ccc(F)cc1OCc1nc(-c2cccs2)no1,97,-2,6,-2,102,99,99,101,0,102,98
Cc1nc2c(cc1C(=O)N/N=C/c1ccc(O)c(O)c1)c(=O)n(C)c(=O)n2C,102,-1,7,-9,99,100,101,104,3,88,98
COc1ccc(NC(=O)C/C(C)=N/NC(=O)c2cnccn2)cc1,97,-7,-1,.,102,98,98,100,-2,98,96
O=C(NCCCN1CCOCC1)c1cc2c(s1)CCCC2,101,-3,8,.,98,96,98,97,3,100,95
